# RGS8-Gao – human RGS8-Galphao interaction regulation. 220,000 compounds, 0.34% hits. AID 1423. multiplexed bead flow cytometry, RGS8-Galphao binding; actives lie on both sides. P09471. response (percent of control binding), % at 10 µM; in the data active means response below about 60% or above about 140%; inactive means in between;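 further: Galphao activated as the GDP aluminium fluoride complex binding bead-coupled RGS8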
# Bcl-B Bim block – disrupts Bim peptide binding to human Bcl-B | bead-based flow cytometry | inhibition, % at 10 µM | 190,000 compounds, 0.073% hits | AID 951;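 further: 0% = tracer peptide without compound and 100% = reference inhibitor peptide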
# Target sequence (Q9HD36 whole entry, looked up): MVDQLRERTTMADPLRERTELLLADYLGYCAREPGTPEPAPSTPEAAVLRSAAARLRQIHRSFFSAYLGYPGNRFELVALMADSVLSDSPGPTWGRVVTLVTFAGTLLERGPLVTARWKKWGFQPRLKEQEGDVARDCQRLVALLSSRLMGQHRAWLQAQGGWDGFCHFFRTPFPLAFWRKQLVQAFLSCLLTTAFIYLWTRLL
# RGS7-Gao – modulates binding of RGS7 to human Galphao. 220,000 compounds, 0.35% hits. binding response (% of control), % at 10 µM. Multiplexed bead flow cytometry; actives lie on both sides. P09471. AID 1439; in the data active means binding response below about 49% or above about 150%; inconclusive means no clear call, values can overlap the other calls; inactive means in between;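 further: fluorescent Galphao held in activated GDP-AlF4 state binding bead-coupled RGS7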
# RGS4-Gao reg – modulates binding of RGS4 to human Galphao; P09471; Multiplexed bead flow cytometry; actives lie on both sides; 220,000 compounds, 0.33% hits; binding response (% of control), % at 10 µM; in the data active means binding response below about 49% or above about 150%; inactive means in between;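 further: fluorescent Galphao activated with aluminum fluoride binding bead-coupled RGS4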
# Bcl-XL Bim block – disrupts Bim peptide binding to human Bcl-XL. Q07817. bead flow cytometry, fluorescence. inhibition, % at 10 µM. 190,000 compounds, 0.04% hits
# Target sequence (Q07817 whole entry, looked up): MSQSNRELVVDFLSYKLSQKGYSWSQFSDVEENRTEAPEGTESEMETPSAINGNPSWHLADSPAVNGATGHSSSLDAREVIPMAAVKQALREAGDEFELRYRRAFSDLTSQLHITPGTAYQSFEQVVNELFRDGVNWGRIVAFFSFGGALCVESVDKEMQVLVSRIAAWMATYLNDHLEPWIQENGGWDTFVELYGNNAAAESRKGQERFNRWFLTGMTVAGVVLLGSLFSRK
# Mcl1-Bid inh – disrupts binding of human Mcl-1 to Bid peptide. Q07820. TR-FRET Mcl-1/Bid-Dy647 peptide binding, 1536-well. inhibition, % at 21.7 µM. 220,000 compounds, 0.97% hits;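 active means compounds that cut the binding signal by more than half at the single screening dose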;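 further: His-tagged Mcl-1 with europium anti-His antibody binding Bid BH3 peptide; 0% = Mcl-1 plus peptide wells and 100% = peptide-only wells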
# Target sequence (Q07820 whole entry, looked up): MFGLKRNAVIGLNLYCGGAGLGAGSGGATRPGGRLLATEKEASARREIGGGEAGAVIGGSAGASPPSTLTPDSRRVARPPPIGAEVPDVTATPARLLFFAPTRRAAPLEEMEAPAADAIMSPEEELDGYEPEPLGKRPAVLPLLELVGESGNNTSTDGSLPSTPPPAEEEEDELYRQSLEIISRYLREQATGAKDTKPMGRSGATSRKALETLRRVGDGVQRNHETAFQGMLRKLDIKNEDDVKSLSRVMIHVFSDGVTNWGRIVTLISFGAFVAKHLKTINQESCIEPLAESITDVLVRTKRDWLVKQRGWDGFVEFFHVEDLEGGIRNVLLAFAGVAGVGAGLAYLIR
# Bim-Bfl-1 – disrupts Bim binding to human Bfl-1 | Q16548 | Bead-based flow cytometry, Bim-Bfl-1 binding inhibition | inhibition, % at 10 µM | 190,000 compounds, 0.12% hits | AID 1008;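 further: 0% = wells without compound plus tracer and 100% = blocker peptide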
# Bim-Bcl-2 – inhibitors of Bim-Bcl-2 interaction, human | inhibition, % at 10 µM | AID 950 | 190,000 compounds, 0.06% hits | P10415 | Bead-based flow cytometry, Bim peptide-Bcl-2 binding; in the data active means inhibition above about 40%; inconclusive means no clear call, values can overlap the other calls;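 further: 0% = no compound wells with probe peptide and 100% = reference peptide inhibitor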
# GSH fluor – compound fluoresces at 488/530 nm on GSH beads; GSH beads flow cytometry, compound fluorescence 488/530 nm; active compounds read high; fluorescence (KMESF) at 10 µM; 190,000 compounds, 0.25% hits; in the data active means fluorescence above about 89;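 further: glutathione beads carrying GST-tagged Bcl family fusion proteins plus one bare bead set; values are compound well signal with DMSO vehicle wells as background; inactives centre near 16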
# Bim-Mcl-1 – inhibitors of Bim-Mcl-1 interaction, human | Q07820 | Bead-based flow cytometry, Bim peptide-Mcl-1 binding | inhibition, % at 10 µM | 190,000 compounds, 0.1% hits;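 further: 0% = no compound tracer wells and 100% = peptide blocker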
# Bim-Bcl-W – human Bim-Bcl-W interaction inhibition. 190,000 compounds, 0.02% hits. AID 952. inhibition, % at 10 µM. bead-based flow cytometry, Bim peptide-Bcl-W binding. Q92843;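 further: 0% = bound tracer without compound and 100% = peptide blocker; higher means less fluorescent Bim peptide bound to Bcl-W beads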
# Target sequence (Q92843 whole entry, looked up): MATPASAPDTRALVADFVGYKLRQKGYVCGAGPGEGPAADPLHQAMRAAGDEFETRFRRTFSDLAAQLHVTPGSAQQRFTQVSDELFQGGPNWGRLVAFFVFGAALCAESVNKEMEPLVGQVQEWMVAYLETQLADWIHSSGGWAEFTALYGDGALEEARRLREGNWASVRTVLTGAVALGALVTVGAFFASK
# The depositor's hits bear a star; ? = inconclusive. Unless noted, no stated cut-off is given here; in the data, active means inhibition above about 40%.
SMILES,RGS8-Gao,Bcl-B Bim block,RGS7-Gao,RGS4-Gao reg,Bcl-XL Bim block,Mcl1-Bid inh,Bim-Bfl-1,Bim-Bcl-2,GSH fluor,Bim-Mcl-1,Bim-Bcl-W
CCOC(=O)Cc1c(C)nc(Cc2ccc(OC(C)C)cc2)[nH]c1=O,101,-2,103,101,0,-4,0,-1,14,-5,-1
CCOc1ccc(NC(=O)COc2ccc(C(=O)NCCc3ccccc3)cc2)cc1,101,10,111,109,13,-14,13,15,10,12,10
CSc1nc2ccc(S(=O)(=O)NC3CCCCC3)cc2s1,99,-3,102,100,-3,-3,1,-2,19,-6,-4
COc1ccc(C(NC(=O)c2ccc(F)cc2)c2ccccc2)cc1 (configuration not stated),101,-9,103,104,-10,1,-7,-8,15,-3,-5
COc1ccc(O)c(C(=O)c2cnn(C(=O)c3cccc(S(=O)(=O)N4CCOCC4)c3)c2)c1,103,4,?,103,-1,0,5,3,14,-3,0
C#CCOCCOCCOCCNc1nc(N2CCN(C(=O)[C@H](CCC(=O)O)n3cc(C(N)Cc4ccc(O)cc4)nn3)CC2)nc(N2CCN(C(=O)[C@H](CCC(=O)O)n3cc(C(N)[C@H](C)CC)nn3)CC2)n1 (some centres not stated),97,1,97,96,0,44,-4,0,16,2,0
CC1(C)C(c2ccccc2)=[N+]([O-])CN1O,94,-1,93,94,0,0,-4,-1,70,-2,-3
CCC1CCCCN1CCNS(=O)(=O)c1ccc2c(c1)oc(=O)n2C (configuration not stated),102,-3,104,103,-3,-21,0,0,16,-7,-1
COC(=O)c1ccc(NC(=O)CSc2ccccc2)cc1,101,-11,103,106,-7,-22,-15,-9,13,-6,-8
O=C(Cn1cnc(Cl)c1Cl)c1ccccc1,101,0,?,103,3,7,-6,-3,10,0,2
N#CCCn1nc(-c2ccccc2)cc1Nc1ccccc1NC(=O)C(F)(F)F,102,-9,100,99,-7,-15,-15,-9,17,-3,-1
CC(=O)c1c(C)[nH]c(C(=O)CSc2nc3ccc(C)cc3[nH]2)c1C,104,-9,108,101,-6,-6,-13,-12,16,-3,1
Cc1onc(-c2c(F)cccc2Cl)c1C(=O)NNC(=O)C1CCN(Cc2cccc(F)c2)CC1,102,-3,102,100,-2,-8,-5,0,12,-1,-1
COCCn1c(N2CCN(c3ccccc3)CC2)nc2c1c(=O)n(C)c(=O)n2C,96,0,104,97,0,-49,-4,-1,25,0,2
Cc1ccc(C(=O)N2CCN(c3cccc(Cl)c3)CC2)cc1C,102,-5,104,103,-5,-28,-12,-7,22,0,0
CCSC1=N/C(=C\c2ccc(C)s2)C(=O)S1,100,0,102,97,-1,-19,0,0,9,-2,0
Cc1ccc(C(=O)N2CC(C)OC(C)C2)cc1[N+](=O)[O-] (configuration not stated),101,0,101,101,-1,-9,1,-1,12,0,-1
CCOc1ccc(Cn2nnc(C(=O)Nc3ccc(OC)cc3OC)c2N)cc1,103,1,98,100,1,-4,2,0,23,2,0
CCCCSc1nc2c(=O)[nH][nH]c(=O)c2n1Cc1ccccc1,101,-2,97,98,-2,0,0,-13,16,1,-3
O=C(N/N=C/c1ccc(OCc2ccccc2)cc1)c1ccncc1,99,0,100,100,0,-5,-3,0,9,3,3
O=C(NNC(=O)c1ccccc1[N+](=O)[O-])Nc1ccccc1C(F)(F)F,108,-1,107,106,0,-10,-2,-2,11,-1,0
COc1cc(C)c(S(=O)(=O)NCc2cccs2)cc1C,96,-4,97,99,-3,1,-1,-3,21,-4,-3
CC(C)CNC(=S)Nc1ccc(S(N)(=O)=O)cc1,100,-22,107,103,-8,-89,2,0,10,-8,-5
CCn1nc(C)c(NC(=O)Nc2cccc(Cl)c2Cl)c1C,101,-3,101,97,-2,-21,-6,-7,13,-3,-3
O=C(Nc1ccc(C(O)(C(F)(F)F)C(F)(F)F)cc1)c1ccc(Cl)c([N+](=O)[O-])c1,104,-6,99,102,-5,-5,0,-3,9,-2,-1
# New compounds follow:
SMILES,RGS8-Gao,Bcl-B Bim block,RGS7-Gao,RGS4-Gao reg,Bcl-XL Bim block,Mcl1-Bid inh,Bim-Bfl-1,Bim-Bcl-2,GSH fluor,Bim-Mcl-1,Bim-Bcl-W
Cc1ccc(-c2ccc(/C=N/NC(=O)CN3CCCC3)o2)cc1Cl,100,-12,95,99,4,8,-14,-8,33,-3,-1
Cc1cccc(-n2c(SCC(=O)Nc3nonc3C)nnc2-c2ccoc2C)c1,104,-2,102,98,-3,43,-3,0,29,0,-2
Cc1cc(S(=O)(=O)N(Cc2ccc(F)cc2)CC2CCCO2)ccc1-n1cnnn1 (configuration not stated),108,-5,98,102,-2,-22,-4,-7,15,0,1
CS(=O)(=O)NCCNc1cc(Cl)ccc1[N+](=O)[O-],103,-2,98,103,-2,-31,-4,0,11,-5,-3
Cc1ccc(C(=O)N2CCN(c3ccc([N+](=O)[O-])c(N4CCOCC4)c3)CC2)cc1,102,39,104,103,5,-8,9,5,4,31,16
Cc1ccc(NCc2n[nH]c(=S)n2-c2cccc(Cl)c2)cc1,94,-31,99,98,-5,-33,1,-3,15,-1,-3
CCN1CCN(S(=O)(=O)c2ccc3ccccc3c2)CC1,105,1,105,104,0,-4,-1,0,11,-1,0
OCCC1CN(Cc2ccc3ncccc3c2)CCN1Cc1ccccc1 (configuration not stated),98,4,97,96,-1,-40,0,3,11,21,-3
CCCCCCn1c(N2CCN(c3ccccc3)CC2)nc2c1c(=O)n(C)c(=O)n2C,98,-9,100,96,-7,-9,-18,-10,32,-4,0
CCc1cc2cc3c(cc2nc1SCC(=O)N1CCN(C(=O)c2ccco2)CC1)OCO3,100,-4,99,103,-6,-37,-2,0,20,-1,5
COc1cc2c(cc1NC(=O)c1cccc([N+](=O)[O-])c1C)oc1ccccc12,99,-2,100,103,-4,-27,-2,-3,19,0,-1
O=C(O)CC(c1ccccc1)c1ccccc1,101,-3,102,100,6,-18,-8,-2,6,4,3
O=C(N/N=C/c1cccc(Cl)c1Cl)Nc1ccccc1,97,0,101,97,-1,-9,-4,-2,10,0,0
CCN(C(=O)CSc1nc2c(cnn2-c2ccccc2)c(=O)[nH]1)C1CCS(=O)(=O)C1 (configuration not stated),102,-5,105,105,-3,-20,-1,0,5,-1,0
CC(C)=C1C2CCC1C1C(=O)N(NC(=O)COc3ccc(Cl)c(C)c3)C(=O)C21 (configuration not stated),100,-4,96,102,0,-3,-6,-3,62,-2,-3
CCOC(=O)/C=C1\SCC(=O)N1CC(O)CN1C(=O)CS/C1=C\C(=O)OCC,101,-10,102,100,-7,2,-14,-8,35,-5,-1
C/C(CC(=O)Nc1cc(Cl)ccc1Cl)=N\NC(=O)c1ccco1,100,-6,99,98,-6,-24,-12,1,8,0,6
CNC(=O)CCC(=O)Nc1ccc(C(=O)OC)cc1,103,-10,101,101,-4,-15,-19,-9,31,-4,-3
COc1ccc(CNC(=O)C2CCCN(c3nccc(C)n3)C2)cc1 (configuration not stated),103,-5,98,101,-5,-2,-2,0,17,-1,-1
N#Cc1ccc(C(=O)OCC(=O)Nc2ccc(N3CCOCC3)cc2)cc1,103,0,100,105,-3,-47,-2,1,19,1,0
O=C(Oc1ccccc1)c1cccc2cccnc12,89,-4,71,72,3,-27,-9,-6,32,-1,-3
CCn1c(SCC(=O)c2ccccc2)nc2c(c1=O)SC(C)C2 (configuration not stated),101,-8,102,101,-8,1,-16,-10,25,-4,0
C=CCSc1nc(-c2ccc(OC)cc2)c(C#N)c(=O)n1CC=C,101,-8,?,101,-5,-25,-7,-8,17,-2,-1
O=C(NC1CCCCC1)c1ccc(Cn2cc(Br)cn2)o1,101,-7,102,102,-5,-31,-11,-5,63,0,3
Cc1ccc(NC(=O)COC(=O)CCC(=O)c2cccs2)cc1,104,0,102,101,-3,-26,0,0,11,-2,1
# Next records.
SMILES,RGS8-Gao,Bcl-B Bim block,RGS7-Gao,RGS4-Gao reg,Bcl-XL Bim block,Mcl1-Bid inh,Bim-Bfl-1,Bim-Bcl-2,GSH fluor,Bim-Mcl-1,Bim-Bcl-W
COc1ccc(N(C(=O)c2ccco2)S(=O)(=O)c2ccc(F)cc2)cc1,95,-4,99,94,-3,-4,-2,-5,15,-4,-3
O=C(Nc1ccc(N2CCOCC2)cc1)Nc1ccc2nsnc2c1,98,1,99,95,5,-50,9,3,11,4,4
N#Cc1ccc2ccn(CC(=O)NCc3ccccc3)c2c1,101,0,102,103,-1,-5,-1,1,14,1,-2
CC(C)CSC1=NSC2=NC(=O)/C(=C\c3cccs3)C(=N)N12,100,0,103,101,-2,7,-1,6,11,-1,-1
O=C(NC(=S)Nc1ccc2c(c1)OCCO2)c1ccccc1,101,0,100,103,0,-22,0,-2,15,0,0
NC1=NC(=O)/C(=C/c2c(OS(=O)(=O)c3ccc(Cl)cc3)ccc3ccccc23)S1,100,0,92,94,-3,-28,4,0,8,1,-2
COC(=O)C1=C(C)N(C(C)C)C(=O)C1(NC(C)=O)C(F)(F)F (configuration not stated),99,-9,91,94,-9,-2,-17,-9,34,-3,-1
O=S(=O)(c1ccc(N2CCOCC2)cc1)N1CCOCC1,99,-12,95,99,-18,-4,-16,-11,32,-2,-1
CCN(c1ccccc1)S(=O)(=O)c1ccc(OC)c(NC(=O)CNC)c1,102,-2,103,100,-2,-4,-3,-4,8,-2,0
COc1ccccc1CNC(=O)c1c(O)c2cc(OC)c(OC)cc2[nH]c1=O,101,-7,102,99,-1,28,-11,-3,53,3,3
COc1ncnc2c1oc1nc(C(C)C)c3c(c12)CC(C)(C)OC3,100,-3,97,93,-1,-24,-3,-4,10,-5,-2
CN1C2C=C3C(C#N)=C(N)C(C#N)(C#N)[C@@H](c4cccc(F)c4)[C@@H]3C1CC2 (some centres not stated),97,-3,99,99,0,-14,-2,-3,24,0,-3
CCOC(=O)c1ccc(CNC(=O)C(Cc2c[nH]c3ccccc23)NC(C)=O)o1 (configuration not stated),100,-8,98,100,-4,-46,-7,-6,25,0,1
Cc1ccc(S(=O)(=O)CC(CN2CCOCC2)N2CCOCC2)cc1 (configuration not stated),103,-3,103,104,0,-9,-1,0,11,0,1
COc1cccc2cc(C(=O)NCc3ccco3)c(=O)oc12,85,-8,98,97,-9,0,-1,-1,13,-7,-6
CCc1ccc(-c2cc(C(=O)Nn3cnnc3)c3ccccc3n2)cc1,107,-1,109,105,-1,-13,-1,0,10,3,-1
Cc1[nH]c2ccccc2c1C(=O)COC(=O)c1ccc2c(=O)n3c(nc2c1)CCC3,107,-2,108,107,0,-7,-5,-3,8,0,0
Cc1ccccc1C(=O)c1c[nH]c(C(=O)NCc2cccs2)c1,98,0,100,100,-1,0,-3,1,7,0,-1
CCSc1nnc(NC(=O)CSc2nnc(CNC(=O)c3cc(OC)c(OC)c(OC)c3)o2)s1,103,0,100,99,-4,-5,-2,0,12,-5,-3
Cc1cc(-c2nn(C)c(=O)c3ccccc23)ccc1CNC(=O)NC1CCCCC1,107,-4,102,106,-3,19,-5,-4,25,0,-1
c1ccc(CSc2nnc3c(n2)OC(c2ccco2)Nc2ccccc2-3)cc1 (configuration not stated),101,-5,96,91,-7,-17,-10,-7,34,-1,-3
CCCC(CCC(=O)Nc1cc([N+](=O)[O-])ccc1O)C(=O)O (configuration not stated),112,1,107,106,0,-37,2,-1,12,3,0
O=C1CCC(=O)N1c1cccc(-c2nc3ccccc3o2)c1,99,-5,96,97,-1,-17,-8,-8,24,0,0
